FXIa inh: blocks human coagulation factor XIa activity | purified human FXIa, fluorogenic AMC substrate cleavage | inhibition, % at 10 µM | actives 0.3% (n = 33,000);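 active means inhibition above 40% in the primary screen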;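 further: 0% = enzyme without compound and 100% = blank wells lacking enzyme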
FXIIa single: blocks human coagulation factor XIIa activity. P00748. inhibition, % at 10 µM. AID 701. actives 0.2% (n = 33,000). purified human FXIIa, AMC substrate fluorescence, 2 h; in the data active means inhibition above about 30%;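 further: 0% = enzyme with vehicle only and 100% = no enzyme blank; many of its hits are not listed in these tables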
Target sequence (P00748 20-372 limits assumed): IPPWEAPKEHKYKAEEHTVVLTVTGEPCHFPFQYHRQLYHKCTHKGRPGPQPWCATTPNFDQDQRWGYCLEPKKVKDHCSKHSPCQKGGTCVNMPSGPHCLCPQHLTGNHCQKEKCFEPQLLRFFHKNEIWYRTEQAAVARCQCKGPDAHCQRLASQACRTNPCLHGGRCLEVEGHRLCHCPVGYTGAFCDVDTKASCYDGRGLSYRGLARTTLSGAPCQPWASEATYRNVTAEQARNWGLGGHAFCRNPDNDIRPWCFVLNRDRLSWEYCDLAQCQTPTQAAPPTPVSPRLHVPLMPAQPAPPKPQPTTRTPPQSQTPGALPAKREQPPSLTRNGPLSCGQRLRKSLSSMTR
Target sequence (P00748 373-615 limits assumed): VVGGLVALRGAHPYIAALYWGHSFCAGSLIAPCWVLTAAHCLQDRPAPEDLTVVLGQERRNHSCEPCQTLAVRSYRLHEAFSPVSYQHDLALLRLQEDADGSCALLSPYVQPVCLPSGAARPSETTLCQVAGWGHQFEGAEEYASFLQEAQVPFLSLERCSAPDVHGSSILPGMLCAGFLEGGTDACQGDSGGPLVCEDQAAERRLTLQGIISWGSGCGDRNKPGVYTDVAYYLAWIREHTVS
An asterisk follows results filed as active.

CC1=CC(C)(C)N(S(=O)(=O)c2ccc(C)cc2)c2ccc(C)cc21 was read as FXIa inh -7 and FXIIa single 0.
Screening COC(=O)c1noc(-c2ccc(OC)cc2)n1 returned FXIa inh 5 and FXIIa single 2.
CC1CCN(CC(=O)n2c3c(c4ccccc42)CCCC3)CC1 was read as FXIa inh 14 and FXIIa single -14.
Screening CC(C)CN(CC(C)C)S(=O)(=O)N1CCC(C(=O)NCCc2ccc(Cl)cc2)CC1 returned FXIa inh 3 and FXIIa single 8.
Screening Cc1ccc(NC(=O)CSc2nc(NS(=O)(=O)c3ccc(C)cc3)cc(=O)[nH]2)cc1 returned FXIa inh -11 and FXIIa single 9.
For CC1Cc2cc(/C(O)=C3/C(=O)C(=O)N(CCCn4ccnc4)C3c3cccnc3)ccc2O1 (stereo not given) the results were FXIa inh -10 and FXIIa single 12.
CCOC(=O)CN(C(=O)CSc1nnc(-c2cccc(OC)c2)o1)c1ccc(F)cc1 was read as FXIa inh 6 and FXIIa single 11.
`CCOC(=O)Cn1nnc(-c2ccccc2)n1` gave FXIa inh 2 and FXIIa single 7.
For CCNC(=O)C(Sc1ccccc1)c1ccccc1 (stereo not given) the results were FXIa inh 3 and FXIIa single 3.
For O=C(c1ccccc1)N1CCN(Cc2ccccc2)CC1 the results were FXIa inh -8 and FXIIa single 6.
Screening Cc1ccc(C)c(N(Cc2ccccc2F)S(C)(=O)=O)c1 returned FXIa inh -4 and FXIIa single 4.
Screening Cc1ccc(-n2nc(C)c3c2OC(N)=C(C#N)C3c2ccoc2)cc1 (stereo not given) returned FXIa inh -4 and FXIIa single 4.
Screening CCOC(=O)CN(C(=O)CSc1nnc(CNc2ccc(F)cc2)n1C)c1ccccc1 returned FXIa inh -6 and FXIIa single 5.
Screening CCOc1cccc(CNCCNC(=O)c2nonc2N)c1 returned FXIa inh -7 and FXIIa single 4.
`CC(C)(C)c1ccc(-c2nc(C#N)c(NCc3cccnc3)o2)cc1` gave FXIa inh -4 and FXIIa single 8.
For CCCNC(=O)c1ccc(Cl)c(Cl)c1 the results were FXIa inh 3 and FXIIa single 3.
For O=C(CSc1nncc2ccccc12)N1CCOCC1 the results were FXIa inh 0 and FXIIa single 6.
Cc1ccn2cc(CNC(=O)c3cccs3)nc2c1 was read as FXIa inh 2 and FXIIa single 3.
CC(C)[C@H](NS(=O)(=O)c1ccccc1)C(=O)OCn1nnc2ccccc2c1=O was read as FXIa inh 1 and FXIIa single 8.
Screening Cc1nc(N2CCN(C(=O)c3ccco3)CC2)c2oc3ccccc3c2n1 returned FXIa inh -4 and FXIIa single 13.
`Cc1ccc(NC(=O)/C(=C/c2cccc([N+](=O)[O-])c2)NC(=O)C2CCCCC2)cc1` gave FXIa inh -7 and FXIIa single 18.
Cc1ccc(CO/N=C/C2=C(Cl)c3ccccc3CC2)cc1 was read as FXIa inh 1 and FXIIa single 6.
Screening Cc1nn(C)c(C)c1CN(C)C(=O)CCCC(=O)O returned FXIa inh -8 and FXIIa single 4.
For COC(=O)C1=C(C)N(C2CCCCC2)C(=O)C1 the results were FXIa inh -3 and FXIIa single 2.
Screening CCOC(=O)Cc1c(C)[nH]c(=S)[nH]c1=O returned FXIa inh 5 and FXIIa single 9.
`COc1ccc(C(=O)NCS(=O)(=O)c2ccc(C)cc2)cc1` gave FXIa inh 8 and FXIIa single 5.
Screening CCCOc1ccc(N2C(=O)CC(NCCc3ccc(S(N)(=O)=O)cc3)C2=O)cc1 (stereo not given) returned FXIa inh -7 and FXIIa single 7.
`COc1ccc(NC(=O)CN2CCCN(S(=O)(=O)c3ccc(F)cc3)CC2)cc1` gave FXIa inh 0 and FXIIa single 4.
`Nc1nc(CN2CCN(c3ccccc3F)CC2)nc(Nc2ccc3c(c2)OCCO3)n1` gave FXIa inh -6 and FXIIa single 6.
`COc1ccc(S(=O)(=O)Nc2nc3ccccc3s2)cc1` gave FXIa inh -2 and FXIIa single 3.
`CCCSc1nc(C)cc(C)c1C(N)=O` gave FXIa inh -12 and FXIIa single 6.
`CCOc1ccc(S(=O)(=O)N2CCN(Cc3ccccc3)CC2)c2cccnc12` gave FXIa inh -3 and FXIIa single 1.
O=C(COc1ccc2ccccc2c1)NC1CC1 was read as FXIa inh 4 and FXIIa single 8.
`CCOc1ccc2cc(/C=C/C(=O)c3ccco3)c(Cl)nc2c1` gave FXIa inh 26 and FXIIa single -10.
`CCOC(=O)c1c(NS(=O)(=O)c2cccc(OC)c2)sc2c1CCC2` gave FXIa inh 3 and FXIIa single 11.
For CCc1nnc(NC(=O)CCC(=O)N2CCN(c3ccccn3)CC2)s1 the results were FXIa inh -13 and FXIIa single 3.
For Cc1cc(Cl)c(S(=O)(=O)Nc2ccc(Cl)cn2)cc1OCC(N)=O the results were FXIa inh -3 and FXIIa single 3.
Screening c1ccc2c(c1)CC1(CCCCC1)n1nnnc1-2 returned FXIa inh -1 and FXIIa single 9.
For O=C(NC12CC3CC(CC(C3)C1)C2)C1=COCCO1 the results were FXIa inh 0 and FXIIa single -4.
For Cc1ccnc(N2CCN(c3cc(C)c(C#N)c4nc5ccccc5n34)CC2)c1 the results were FXIa inh 0 and FXIIa single 1.
Screening CC(C)Cc1nnc(NC(=O)CSc2ccccn2)s1 returned FXIa inh -3 and FXIIa single 4.
For COc1cc(C(=O)NCCN2CCCC2)cc(OC)c1OC the results were FXIa inh 7 and FXIIa single 9.
Screening O=C1CC(Sc2ncccn2)C(=O)N1c1ccccc1 (stereo not given) returned FXIa inh 9 and FXIIa single 1.
For CN(Cc1ccccc1)C(=O)COc1cc(=O)n(C)c2ccccc12 the results were FXIa inh -4 and FXIIa single 9.
Screening O=C(O)c1cc(NCc2ccccc2)ccc1N1CCOCC1 returned FXIa inh 0 and FXIIa single -2.
Screening COc1cc(C(=O)Nc2ccc3c(c2)C(=O)N(CCC(=O)O)C3=O)cc(OC)c1OC returned FXIa inh -1 and FXIIa single -2.
Screening CCN(C(=O)COc1cc(=O)n(C)c2ccccc12)c1cccc(Cl)c1 returned FXIa inh -4 and FXIIa single 5.
Screening O=C(Cc1cccc2ccccc12)NCC1CCCO1 (stereo not given) returned FXIa inh 4 and FXIIa single -12.
`CC1Oc2ccccc2OC1C(=O)Nc1ccccn1` (stereo not given) gave FXIa inh -4 and FXIIa single 3.
For CC1(C)CN2C(=S)N(c3ccccc3)C(c3ccccc3)N2C1 (stereo not given) the results were FXIa inh -6 and FXIIa single 6.
COc1ccccc1OCc1ccc(C(=O)NCc2cccnc2)o1 was read as FXIa inh 3 and FXIIa single 6.
`CCOc1ccc(N2C(=O)C(Cl)=C(Nc3ccccc3O)C2=O)cc1` gave FXIa inh 2 and FXIIa single -2.
`CCn1c(SCC(=O)NC(C)C)nnc1-c1cccs1` gave FXIa inh 26 and FXIIa single -13.
Cc1cc(=O)oc(C)c1C(=O)N1CCCc2ccccc21 was read as FXIa inh 35 and FXIIa single -10.
For O=C(c1ccccc1)c1ccc(N2CCOCC2)c(NC(=O)c2ccco2)c1 the results were FXIa inh 0 and FXIIa single 1.
`O=S(=O)(c1ccc2oc3ccccc3c2c1)N1CCOCC1` gave FXIa inh -7 and FXIIa single 1.
For O=C(Nc1ccc(S(=O)(=O)N2CCOCC2)cc1)C1COc2ccccc2O1 (stereo not given) the results were FXIa inh -2 and FXIIa single 2.
CC(C)CSc1nnc(N)s1 was read as FXIa inh 3 and FXIIa single 4.
COc1ccc(NC(=O)c2ccc(COc3ccccc3OC)o2)cc1OC was read as FXIa inh -10 and FXIIa single 6.
`COc1ccc(CCNC(=O)C2CCN(S(=O)(=O)c3c(C)noc3C)CC2)cc1OC` gave FXIa inh 5 and FXIIa single 2.
For Cc1csc(NC(=O)CCn2c(=O)oc3ccccc32)n1 the results were FXIa inh 6 and FXIIa single 2.
Screening Cc1c(CN(C)C)c2c(n1Cc1ccccc1)C(=O)c1ccc(Br)cc1-2 returned FXIa inh -1 and FXIIa single 10.
Cc1ccc(S(=O)(=O)NC(CC(C)C)C(=O)Nc2nccs2)cc1 (stereo not given) was read as FXIa inh -12 and FXIIa single 8.
Cc1cccnc1Nc1nc(-c2ccccn2)cs1 was read as FXIa inh 1 and FXIIa single 12.
For Cc1occc1C(=O)N1CCN(Cc2ccccc2)CC1 the results were FXIa inh -12 and FXIIa single -12.
`COC(=O)Cc1cc(=O)n2[nH]c(C)cc2n1` gave FXIa inh 5 and FXIIa single 5.
CCOC(=O)c1nnn(-c2nc(OC)nc(N3CCCC3)n2)c1-c1ccccc1 was read as FXIa inh -8 and FXIIa single -10.
COc1cc(S(=O)(=O)Nc2ccccn2)ccc1F was read as FXIa inh 0 and FXIIa single 6.
For C=CCn1c(Cc2cccs2)nnc1SCC(=O)c1ccc2ccccc2c1 the results were FXIa inh -9 and FXIIa single 5.
For O=C(CS(=O)(=O)Cc1ccccc1)N1CCN(Cc2ccc3c(c2)OCO3)CC1 the results were FXIa inh -4 and FXIIa single 7.
For Cc1cc(NC(=O)CS(=O)(=O)c2cn(C)c3ccccc23)no1 the results were FXIa inh 4 and FXIIa single 3.
For O=C1C2C3C=CC(C3=C(c3ccccc3)c3ccccc3)C2C(=O)N1Cc1ccccc1 (stereo not given) the results were FXIa inh 6 and FXIIa single -3.
For CN(C)C(=O)Oc1ccc[n+](C)c1 the results were FXIa inh -3 and FXIIa single 6.
CCn1c(=O)n(CC(=O)N(C)Cc2ccccc2)c(=O)c2ccccc21 was read as FXIa inh -1 and FXIIa single 3.
Screening COc1c(C)cc(S(=O)(=O)NC2CC(C)(C)NC(C)(C)C2)c(C)c1C returned FXIa inh 0 and FXIIa single 4.
Screening COc1ccc(CNc2nn[nH]n2)cc1OC returned FXIa inh -1 and FXIIa single -3.
`Cc1ccc(-c2n[nH]c(=S)n2Cc2ccccc2)cc1` gave FXIa inh 7 and FXIIa single 6.
Screening O=C1NCCN1CCNS(=O)(=O)c1ccc(F)cc1 returned FXIa inh 8 and FXIIa single 5.
`COc1ccc(C2(C(=O)N3CCOCC3)CCCC2)cc1` gave FXIa inh 5 and FXIIa single 4.
Screening Cc1[nH]n(C(N)=S)c(=O)c1N=Nc1ccc(S(=O)(=O)N2CCCCCC2)cc1 returned FXIa inh -1 and FXIIa single 0.
For CCN1c2ccccc2-c2nc3ccccc3n2C1c1ccco1 (stereo not given) the results were FXIa inh -10 and FXIIa single -13.
Screening CCOP(=O)(OCC)c1nc(/C=C/c2ccccc2)oc1NCc1ccc(OC)cc1 returned FXIa inh -22 and FXIIa single -92.
O=Cc1cccc(OC(=O)c2ccc(Cl)cc2Cl)c1 was read as FXIa inh -2 and FXIIa single 6.
Screening CCOC(=O)N1CCN(Cc2nc(N)nc(Nc3ccc(OC)cc3)n2)CC1 returned FXIa inh -65 and FXIIa single -11.
For COc1ccc(NC(=O)CCC2COc3ccccc3O2)c(OC)c1 (stereo not given) the results were FXIa inh -3 and FXIIa single 5.
Screening Cc1ccc(-n2ncc3c(=O)n(-c4ccc(C)c(C)c4)c(-c4ccco4)nc32)cc1 returned FXIa inh 5 and FXIIa single 5.
Cc1cc(C)c(NC(=O)CN2C(=O)NC3(CCCCC3)C2=O)c(C)c1 was read as FXIa inh 0 and FXIIa single 5.
`O=S(=O)(c1ccccc1)N1c2cc(Cl)ccc2Oc2nc3ccccc3nc21` gave FXIa inh 0 and FXIIa single -1.
`Brc1ccc2ncnc(NCc3ccccc3)c2c1` gave FXIa inh 0 and FXIIa single 19.
Screening O=C(/C=C/Sc1ccccc1)c1ccc(Cl)cc1 returned FXIa inh -3 and FXIIa single 2.
S=C(c1ccc2c(c1)OCO2)N1CCCC1 was read as FXIa inh 0 and FXIIa single -12.

Some of these compounds in order of length of the SMILES, largest number first.
`Cc1ccc(NC(=O)/C(=C/c2cccc([N+](=O)[O-])c2)NC(=O)C2CCCCC2)cc1` gave FXIa inh -7 and FXIIa single 18.
Screening Cc1ccc(NC(=O)CSc2nc(NS(=O)(=O)c3ccc(C)cc3)cc(=O)[nH]2)cc1 returned FXIa inh -11 and FXIIa single 9.
Screening COc1cc(C(=O)Nc2ccc3c(c2)C(=O)N(CCC(=O)O)C3=O)cc(OC)c1OC returned FXIa inh -1 and FXIIa single -2.
Screening Cc1[nH]n(C(N)=S)c(=O)c1N=Nc1ccc(S(=O)(=O)N2CCCCCC2)cc1 returned FXIa inh -1 and FXIIa single 0.
CC(C)[C@H](NS(=O)(=O)c1ccccc1)C(=O)OCn1nnc2ccccc2c1=O was read as FXIa inh 1 and FXIIa single 8.
`Nc1nc(CN2CCN(c3ccccc3F)CC2)nc(Nc2ccc3c(c2)OCCO3)n1` gave FXIa inh -6 and FXIIa single 6.
Screening COc1c(C)cc(S(=O)(=O)NC2CC(C)(C)NC(C)(C)C2)c(C)c1C returned FXIa inh 0 and FXIIa single 4.
For Cc1ccnc(N2CCN(c3cc(C)c(C#N)c4nc5ccccc5n34)CC2)c1 the results were FXIa inh 0 and FXIIa single 1.
CC1=CC(C)(C)N(S(=O)(=O)c2ccc(C)cc2)c2ccc(C)cc21 was read as FXIa inh -7 and FXIIa single 0.
For C=CCn1c(Cc2cccs2)nnc1SCC(=O)c1ccc2ccccc2c1 the results were FXIa inh -9 and FXIIa single 5.
COc1ccc(NC(=O)c2ccc(COc3ccccc3OC)o2)cc1OC was read as FXIa inh -10 and FXIIa single 6.
For CC1(C)CN2C(=S)N(c3ccccc3)C(c3ccccc3)N2C1 (stereo not given) the results were FXIa inh -6 and FXIIa single 6.
CC1CCN(CC(=O)n2c3c(c4ccccc42)CCCC3)CC1 was read as FXIa inh 14 and FXIIa single -14.
Screening Cc1ccc(C)c(N(Cc2ccccc2F)S(C)(=O)=O)c1 returned FXIa inh -4 and FXIIa single 4.
COc1ccccc1OCc1ccc(C(=O)NCc2cccnc2)o1 was read as FXIa inh 3 and FXIIa single 6.
`Cc1ccc(-c2n[nH]c(=S)n2Cc2ccccc2)cc1` gave FXIa inh 7 and FXIIa single 6.
For Cc1occc1C(=O)N1CCN(Cc2ccccc2)CC1 the results were FXIa inh -12 and FXIIa single -12.
Screening O=C(/C=C/Sc1ccccc1)c1ccc(Cl)cc1 returned FXIa inh -3 and FXIIa single 2.
Cc1cccnc1Nc1nc(-c2ccccn2)cs1 was read as FXIa inh 1 and FXIIa single 12.
`CCOC(=O)Cn1nnc(-c2ccccc2)n1` gave FXIa inh 2 and FXIIa single 7.
Screening COc1ccc(CNc2nn[nH]n2)cc1OC returned FXIa inh -1 and FXIIa single -3.

These rows are one share of the data. The share of hits here may be higher or lower than overall.
